CaV13 ICDI inh = Primary screen for inhibitors of IQ motif and Ca2+-dependent inactivation inhibitor domain binding in CACNA1D, Förster resonance energy transfer in living cells, … | AID 743397 | inhibition, % at 12.3 µM | actives 0.098% (n = 340,000) | HEK cells, CFP/YFP FRET ICDI-IQ, plate reader, 10 min; percent FRET-ratio fall versus neutral wells;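 active means mean replicate inhibition of at least 30% and at least 1% of replicates passing that level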;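 further: 0% = median of the neutral control wells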
H9c2 protect = protects H9c2 cardiomyocytes from peroxide injury; H2O2 injury protection, ATPLite, 2 h; protection from H2O2 cell death, % at 20 µM; actives 0.63% (n = 360,000); AID 588492;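 active means compounds giving at least 50% protection of heart cells from peroxide-induced death in the single-dose screen, raw or plate-pattern-corrected value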;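 further: 0% = DMSO wells with peroxide and 100% = DMSO wells without peroxide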
MC4R ag barr = agonists of human melanocortin 4 receptor (MC4R) beta-arrestin. P32245. U2OS MC4R beta-arrestin complementation, luminescence; percent of melanotan II response, DMSO zero. activation, % at 8.9 µM. actives 0.98% (n = 360,000). AID 540308;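 active means activation above a per-plate cutoff, the mean activation of sample wells on that plate plus 3 SD, cut at about 8% in these data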
ABCB6 inh 2 = inhibitors of human ABC transporter ABCB6; K562-ABCB6 porphyrin accumulation, flow cytometry, 1 h; hits give low values; fluorescence ratio to DMSO, % at 10 µM; actives 0.19% (n = 360,000);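 active means fluorescence ratio to DMSO below 75%, the collection mean minus 3 SD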;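 further: signal is porphyrin accumulated inside mitochondria; 100% equals median channel fluorescence of DMSO control wells; lower ratio means ABCB6 inhibition with less porphyrin fluorescence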
Target sequence (Q9NP58 whole entry, looked up): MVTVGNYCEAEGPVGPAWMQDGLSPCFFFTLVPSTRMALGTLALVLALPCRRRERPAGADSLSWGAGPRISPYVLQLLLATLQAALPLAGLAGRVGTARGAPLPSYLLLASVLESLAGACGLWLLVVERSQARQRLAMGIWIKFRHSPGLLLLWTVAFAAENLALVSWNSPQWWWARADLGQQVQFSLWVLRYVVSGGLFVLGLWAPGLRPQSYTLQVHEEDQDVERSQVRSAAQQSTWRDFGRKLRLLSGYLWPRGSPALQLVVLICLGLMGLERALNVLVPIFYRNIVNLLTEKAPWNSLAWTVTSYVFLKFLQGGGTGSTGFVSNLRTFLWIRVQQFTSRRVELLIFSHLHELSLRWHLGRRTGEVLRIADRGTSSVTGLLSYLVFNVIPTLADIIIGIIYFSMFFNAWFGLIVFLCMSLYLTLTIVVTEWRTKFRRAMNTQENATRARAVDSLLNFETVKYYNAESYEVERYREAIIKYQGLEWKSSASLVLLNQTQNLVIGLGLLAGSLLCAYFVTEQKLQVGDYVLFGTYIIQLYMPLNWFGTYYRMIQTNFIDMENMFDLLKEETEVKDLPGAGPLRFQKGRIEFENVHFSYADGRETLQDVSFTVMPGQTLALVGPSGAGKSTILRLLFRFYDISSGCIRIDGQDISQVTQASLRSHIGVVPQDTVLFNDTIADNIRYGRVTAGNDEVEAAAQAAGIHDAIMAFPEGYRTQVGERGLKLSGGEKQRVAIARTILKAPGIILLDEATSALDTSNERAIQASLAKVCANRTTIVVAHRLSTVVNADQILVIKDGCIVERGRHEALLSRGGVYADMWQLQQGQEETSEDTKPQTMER
HTR2A ag = mouse HTR2A agonism via beta-arrestin recruitment | P35363 | CHO-K1 mHTR2A beta-arrestin complementation, luminescence; percent of 30 µM serotonin response | activation, % at 7.6 µM | actives 0.66% (n = 360,000);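 active means activation above a run cutoff, the mean activation of all tested compounds plus 3 SD, cut at about 14% in these data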;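 further: 0% = plate median of compound wells and 100% = 30 µM serotonin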
MC4R antag cAMP = antagonists of human melanocortin 4 receptor (MC4R) | MC4R-expressing cells, MTII-stimulated cAMP, LANCE TR-FRET | inhibition, % at 6.5 µM | actives 0.48% (n = 360,000);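 active means inhibition above its plate's cutoff, the mean of tested wells on that plate plus 3 SD, cut at about 29% in these data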;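 further: 0% = Melanotan II alone and 100% = Melanotan II plus saturating MCL0020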
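Assay system: U2OS-MC4R stable cell line; Also added: Melanotan II; Technique: Eu-cAMP/anti-cAMP TR-FRET, emission 671 nm; Times: 30-min compound, 1-h challenge, 1-h detection, room temperature.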
N-glyco inh = blocks N-linked glycosylation in D54 reporter cells. D54 ERlucT glycosylation luciferase reporter, 24 h; percent of 100 nM tunicamycin response. reporter increase, % at 12.5 µM. actives 0.23% (n = 360,000);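 active means mean luciferase reporter signal, scaled so untreated is 0 and the glycosylation-blocking control 100, at or above a set limit in every replicate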;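 further: luciferase carries N-glycosylation sites so blocking glycosylation raises the light; 0% = median of neutral control wells and 100% = median of 100 nM tunicamycin wells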
aDG glyco act = increases alpha dystroglycan glycosylation; actives 0.22% (n = 360,000); Pro5-aDG cells, alpha-DG glycosylation AlphaScreen (IIH6); 0% Pro5, 100% B10-LARGE cell signal; activation, % at 10 µM;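 active means activation of at least 8% versus controls, or a plate z-score of at least 8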;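 further: Pro5 are CHO cells carrying HIG-tagged alpha-DG that lacks glycosylation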
PDI inh = inhibitors of human protein disulfide isomerase; PDI insulin aggregation turbidity, A650, 90 min; inhibition, % at 10 µM; actives 0.052% (n = 350,000);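 active means mean inhibition across replicates of 30% or more, whatever share of single replicates reach that level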;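 further: absorbance from insulin aggregation driven by PDI reduction with DTT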
Vif inh = HIV Vif inhibition. HEK293T cells, Vif self-association by quenched fluorescence, imaging, 24 h. inhibition, % at 7.49 µM. actives 0.35% (n = 340,000); in the data active means inhibition above about 50%, passing the limit was not always enough; further: some results filed as inactive read as strong as hits
Numbers without * were called inactive; nt = not tested or not shown; & = joins results of further samples. Compounds were not picked by outcome; overall some 3.6% were active at least once.

smiles	CaV13 ICDI inh	H9c2 protect	MC4R ag barr	ABCB6 inh 2	HTR2A ag	MC4R antag cAMP	N-glyco inh	aDG glyco act	PDI inh	Vif inh
COc1cc(C2C(C#N)=C(N)Oc3cc(C)oc(=O)c32)cc(OC)c1OC (configuration not stated)	0	8	-0.2	97	-1	1	4	-0.1	0	2
O=C(NC1CCCCC1)c1nc2c(nnn2Cc2ccccc2Cl)c(=O)[nH]1	-5	-1	-4.0	101	0	3	-1	0.2	-10	-5
CCCN(Cc1cc2cc(OC)ccc2[nH]c1=O)C(=O)c1ccncc1	nt	-2	0.5	103	-3	3	4	-0.1	-4	1
CN(Cc1ccc(C(F)(F)F)cc1)C(=O)C1CCC(=O)N(C2CC2)C1 (configuration not stated)	-2	3	-2.5	93	-1	-3	1	0.5	2	-5
O=C1C=C(c2ccc(F)c(Cl)c2)C[C@@H](c2ccc(F)cc2)C1	-12	-6	1.1	98	-1	-2	-5	-0.1	3	6
COc1ccc(-n2c(N)c(C(=O)NCc3ccco3)c3nc4ccccc4nc32)c(OC)c1	nt	14	-0.1	106	-1	-4	-2	0.2	5	32
COc1ccc(-c2cnc3c(NC(C)=O)cc(-c4cccc(C(=O)N(C)C)c4)cn23)cc1OC	-6	45	3.2	98	-2	4	-1	0.1	7	-7
CC(=O)Nc1nc(C)c(-c2csc(Nc3ccccn3)n2)s1	-2&-5	14&22	-2.4&-3.3	96&102	-3&0	4&13	-5&-8	-0.3&-0.2	12&3	1&-12
Cc1ccc(NC(=O)Cn2nc(C(F)(F)F)c3c2CCC3)cc1	-8	-4	-2.3	104	-3	4	0	0.2	0	10
C(=C\c1ccco1)/c1nc2ccccc2[nH]1	-4	-6	-1.5	93	-1	6	-17	0.3	7	2
COc1ccccc1C(CNC(=O)CNC(=O)c1cccc(Cl)c1)N1CCCC1 (configuration not stated)	-6	0	-2.7	95	-3	6	-1	-0.1	-5	4
COc1cccc(Nc2nc(Nc3ccc(Cl)c(C(=O)O)c3)nc(C)c2[N+](=O)[O-])c1	-3	2	-3.9	95	3	8	1	0.3	3	9
CSc1ccccc1NC(=O)c1ccc(C)o1	-8	4	0.9	101	1	-5	5	-0.2	-7	nt
S=C(Nc1cccc(Cl)c1)Nc1cccc2cnccc12	nt	4	-1.4	102	-4	4	4	5.2	0	-10
CC1Cc2nc(SCC(=O)NCC3CCCO3)n(C)c(=O)c2S1 (configuration not stated)	nt	4	-3.4	104	9	-5	1	-0.3	-2	-2
COc1cc(/C=N/NC(=O)c2cc(C3CC3)[nH]n2)ccc1O	-5	4	-1.0	97	-2	-3	-2	0.0	6	10
O=C(CC(=O)Nc1ccccc1F)Nc1ccccc1F	-10	0	-1.3	99	-2	6	1	-0.2	-9	-2
CNC(=O)/C(C#N)=C/c1c(F)cccc1Cl	0	2	-0.6	104	1	26	4	0.8	-17	18
COc1ccc(Cl)cc1C(=O)NNC(=O)C1CCCO1 (configuration not stated)	-14	2	-3.9	100	-4	-1	1	-0.2	5	0
CC1CCN(CCCn2c(SCC(=O)NC3CCCC3)nc3ccccc3c2=O)CC1	-2	-7	1.7	99	-5	2	-5	0.1	-2	16
O=C(OCC(=O)N1CCOCC1)c1cncc(Br)c1	-11	3	0.9	101	3	4	1	-0.3	-4	0
C(=NC12CN3CN(CN(C3)C1)C2)c1ccc2c(c1)OCO2	-5	-2	-0.5	96	0	-2	3	-0.3	3	1
COC(=O)Cc1c(O)ccn(CCc2ccc(OC)c(OC)c2)c1=O	-1	-1	-2.8	102	2	5	0	-0.4	2	-2
Cc1ccc(-c2nnc(NCc3nc4ccccc4[nH]3)c3ccccc23)cc1S(=O)(=O)N1CCCCC1	-3	13	-0.5	96	-2	-9	6	0.6	-5	-11
O=C(O)c1ccc2c(c1)N(Cc1cccc(F)c1)C(=O)CS2	-7	7	0.2	97	-4	-1	-4	-0.2	6	1

Next section; it opens with the 5 that closed the last part.
smiles	CaV13 ICDI inh	H9c2 protect	MC4R ag barr	ABCB6 inh 2	HTR2A ag	MC4R antag cAMP	N-glyco inh	aDG glyco act	PDI inh	Vif inh
O=C(OCC(=O)N1CCOCC1)c1cncc(Br)c1	-11	3	0.9	101	3	4	1	-0.3	-4	0
C(=NC12CN3CN(CN(C3)C1)C2)c1ccc2c(c1)OCO2	-5	-2	-0.5	96	0	-2	3	-0.3	3	1
COC(=O)Cc1c(O)ccn(CCc2ccc(OC)c(OC)c2)c1=O	-1	-1	-2.8	102	2	5	0	-0.4	2	-2
Cc1ccc(-c2nnc(NCc3nc4ccccc4[nH]3)c3ccccc23)cc1S(=O)(=O)N1CCCCC1	-3	13	-0.5	96	-2	-9	6	0.6	-5	-11
O=C(O)c1ccc2c(c1)N(Cc1cccc(F)c1)C(=O)CS2	-7	7	0.2	97	-4	-1	-4	-0.2	6	1
COc1ccc(OC)c(N(CCN2C(=O)c3ccccc3C2=O)C(=O)CCl)c1	-6	2	4.1	109	-4	1	1	-0.5	1	15
CCOc1ccc(CCNC(=O)C2CCCN(S(=O)(=O)N3CCOCC3)C2)cc1OCC (configuration not stated)	3	-2	0.2	97	3	20	-1	0.2	nt	1
COc1cc(S(=O)(=O)N2CCN=C2c2ccccc2)c(OC)cc1Cl	-6	-4	-0.3	107	-3	6	-1	0.4	-4	0
Cc1ccc(C(=O)Oc2coc(CSc3nnc(NC(=O)C4CC4)s3)cc2=O)cc1	-16	4	-1.4	96	5	-2	0	0.1	4	-5
CCOc1ccccc1N(CC(=O)OC)S(=O)(=O)c1ccccc1	nt	7	1.5	97	1	1	0	-0.1	3	-10
COc1cccc(-c2cc(C(=O)NCC3CCCO3)c3cc(C)cc(C)c3n2)c1 (configuration not stated)	-3	-2	-2.5	95	-6	10	nt	-0.3	3	nt
Cc1nnc(C)n1/N=C/C=C/c1ccccc1	nt	2	0.1	96	3	0	-1	-0.1	-2	nt
COc1ccccc1NC(=O)C(C)OC(=O)C1CCC(C(C)(C)C)CC1 (configuration not stated)	-1	-8	2.0	106	-5	4	-5	-0.3	1	-5
COc1cc(NC(=O)N2CCNC2=O)cc(C(=O)Nc2cccc(C(F)(F)F)c2)c1	-5	11	-0.5	98	-3	-4	17	-0.4	8	nt
Clc1ccc(SCCOCCN2CCOCC2)cc1	-1	4	-2.5	91	-9	5	0	0.0	-2	-4
O=c1cc(C(F)(F)F)nc(-c2ccccc2)[nH]1	-8	3	-2.1	94	2	1	0	0.1	-1	-5
O=C(COC(=O)C1CCCCC1C(=O)N1CCc2ccccc21)NCc1ccco1 (configuration not stated)	nt	-1	-1.7	94	-3	6	2	0.0	-1	-3
C=CCNC(=O)c1ccc(CNS(=O)(=O)c2ccc(NC(C)=O)cc2)cc1	-8	-1	-1.3	102	3	-4	2	-0.2	-3	2
CSc1ccc(Cl)c(C(=O)OCC(=O)NCC(C)C)c1	-6	-2	1.3	100	2	-4	0	-0.3	-15	-4
COc1ccc(S(=O)(=O)NC2CCN(Cc3ccccc3)CC2)cc1NC(C)=O	-7	8	-1.1	98	1	7	-1	-0.3	8	2
NC1=NS(=O)(=O)NC1c1cccc(F)c1 (configuration not stated)	9	-2	0.0	106	1	9	1	-0.1	7	2
CS(=O)(=O)N(CC(=O)N1CCN(c2ccccc2)CC1)c1cc(C(F)(F)F)ccc1Cl	-6	-4	-1.4	94	-1	5	0	0.1	-2	10
Cc1ccc(C(=O)CCC(=O)OCC(=O)Nc2ccccc2SCC#N)cc1	-4	-1	-0.5	175	1	0	0	-0.1	-7	-3
CC1CCCN(CCS(=O)(=O)c2ccccc2)C1 (configuration not stated)	-4	-1	-1.5	100	-4	12	-4	0.3	14	4
COC(=O)CN(Cc1ccco1)S(=O)(=O)c1ccccc1	-10	15	-0.6	93	3	12	1	0.1	0	nt
COc1cc(C)c(S(=O)(=O)N2CCN=C2c2ccccc2)cc1C	-4	2	-1.4	91	1	-4	0	-0.1	1	2
CC(=O)NCc1ccc(C(=O)CN2C(=O)NC3(CCCCC3C)C2=O)s1 (configuration not stated)	nt	6	-1.3	97	1	0	1	0.1	-8	-7
CCCOc1ccc(-c2c(C(=O)N/N=C/c3ccsc3)nnn2-c2nonc2N)cc1	-3	-3	-0.9	99	-4	3	5	0.3	-6	-2
CC(C)(CO)CNC(=O)c1ccc(OC2CCN(C(=O)C3CC3)CC2)cc1	6	0	-1.1	98	4	13	0	0.0	-1	-2
CCOC(=O)/C(C#N)=C1\C(=O)N(Cc2ccccc2)c2ccccc21	-29	0	-0.2	98	1	15	0	0.1	3	-2
Cn1c(C2=C(O)CN(Cc3ccccc3)C2=N)nc2ccccc21	-1	4	0.1	95	-2	-2	3	0.6	5	3

High-throughput results deposited in PubChem BioAssay by several laboratories.
